# SRC3 TRFRET art: TR-FRET artefact, counter-screen to PPARgamma/SRC-3 agonist assay; PPARgamma/SRC-3 format; hits give high values; actives 0.39% (n = 99,000); AID 1048; TR-FRET ratio at 8 µM; in the data active = TR-FRET ratio above about 2000; note: inactives centre near 1600; reference of the scale not given here
# SRC1 TRFRET art: flags TR-FRET format artefacts in PPARgamma SRC-1 recruitment agonist screen. TR-FRET detection artefact counter-screen, emission ratio; hits give high values. TR-FRET ratio at 8 µM. actives 0.34% (n = 99,000). AID 1051; in the data active = TR-FRET ratio above about 2300; note: inactives centre near 1800; reference of the scale not given here
# * marks the source's active call; other numbers are inactive results. This is a subset; rates above refer to the full screens.
SMILES,SRC3 TRFRET art,SRC1 TRFRET art
Cc1ccc(OCCCCn2c(CO)nc3ccccc32)cc1,1686,1853
O=C(Nc1cccc(Cl)c1)Nc1nc(-c2ccccc2)cs1,1479,1453
O=C(CSc1ccccc1)NN1C(=O)c2ccccc2C1=O,1596,1796
COC(=O)/C(=C/c1ccco1)NC(=O)c1ccccc1,1499,1879
O=C(Nc1ccccc1C(=O)NC(Cc1ccccc1)C(=O)NC1CCCCC1)c1ccccc1 (stereo not drawn),1443,1810
COc1cccc(NC(=O)Cc2nc(-c3ccccc3)sc2-c2ccc(C)cc2)c1,3358*,3241*
CC(C)Nc1nc(NC(C)C)nc(Oc2ccc(=O)n(C)n2)n1,1557,1643
Cc1ccc2sc(NNC(=O)C3=COCCO3)nc2c1C,1751,1883
CCCCC1C2=C(CC(C)(C)CC2=O)OC2=C1C(=O)CC(C)(C)C2,1661,1824
CCOCC(=O)Nc1cc(C(=O)Nc2cc(C)cc(C)c2)ccc1Cl,1428,1720

# Random excerpt: 6 entries already listed
SMILES,SRC3 TRFRET art,SRC1 TRFRET art
O=C(Nc1ccccc1C(=O)NC(Cc1ccccc1)C(=O)NC1CCCCC1)c1ccccc1 (stereo not drawn),1443,1810
Cc1ccc2sc(NNC(=O)C3=COCCO3)nc2c1C,1751,1883
CCCCC1C2=C(CC(C)(C)CC2=O)OC2=C1C(=O)CC(C)(C)C2,1661,1824
O=C(CSc1ccccc1)NN1C(=O)c2ccccc2C1=O,1596,1796
CC(C)Nc1nc(NC(C)C)nc(Oc2ccc(=O)n(C)n2)n1,1557,1643
O=C(Nc1cccc(Cl)c1)Nc1nc(-c2ccccc2)cs1,1479,1453

# By substructure: the entries above with a halogen
SMILES,SRC3 TRFRET art,SRC1 TRFRET art
O=C(Nc1cccc(Cl)c1)Nc1nc(-c2ccccc2)cs1,1479,1453
CCOCC(=O)Nc1cc(C(=O)Nc2cc(C)cc(C)c2)ccc1Cl,1428,1720

# Next records:
SMILES,SRC3 TRFRET art,SRC1 TRFRET art
CC(C)NC(=S)N(CCc1ccncc1)C(C)C,1507,1719
C=CCNc1nc(Cl)nc(Nc2ccc([N+](=O)[O-])cc2)n1,1656,1924
Cc1[nH]c2ccccc2c1CCN(Cc1cccs1)C(=S)NC(C)(C)C,1574,1607
Cc1cccc(-n2c(SCC(=O)O)nc3sc4c(c3c2=O)CCCC4)c1,1670,2021
O=C(COC(=O)/C=C/c1nc2ccccc2s1)Nc1cccc2ccccc12,1550,1718
Cc1ccc(S(=O)(=O)N(C)C)cc1NC(=O)COC(=O)c1c(C)noc1C,1635,1826
O=C(NCc1ccccc1)c1cc(-c2ccncc2)nc2ccc(S(=O)(=O)N3CCOCC3)cc12,1520,1496
N#C/C(=C\c1cn(-c2ccccc2)nc1-c1ccccc1)S(=O)(=O)c1ccccc1,1489,1759
CC(=O)c1cccc(N/C=C\C(=O)c2ccc(C)cc2)c1,1679,1699
CCN(C(=O)Cn1cnc2cc([N+](=O)[O-])ccc2c1=O)C1CCS(=O)(=O)C1 (stereo not drawn),1456,1934
COCCCNC(=S)N1CCN(S(C)(=O)=O)CC1,1494,1965
Cn1ncc(Cl)c1C(=O)NCc1cc(C(C)(C)C)n[nH]1,1611,1770
CCC1OC2(C)OC(=N)C1(C#N)C(C#N)(C#N)C2c1ccccc1 (stereo not drawn),1630,2107
NC(=O)COC(=O)CNC(=O)c1sc2ccccc2c1Cl,1565,2083
Cc1ccc(C(=O)COC(=O)c2cccc(N3C(=O)c4c(C)nc5ccccc5c4C3=O)c2)cc1C,1561,1797
CC(C)C(=O)n1nc(-c2cccnc2)nc1NCc1cccs1,1514,1644
COc1cc(CC(=O)Nc2ccc3c(c2)CCC3)cc(OC)c1OC,1749,2160
O=C(Nc1cccnc1)c1cccc(S(=O)(=O)N2CCCCC2)c1,1479,1772
O=C(Cn1ccc2ccccc21)Nc1ccc2c(c1)OCO2,1647,1708
COc1ccc(-c2csc(NC(=O)/C(N=Nc3ccccc3)=C(\C)O)n2)cc1,1624,1797
CC1CC2(C)Oc3ccccc3CC2C(C)C1CNCCCN(C)C (stereo not drawn),1533,1760
CCN1CCN(CCCN(Cc2ccco2)C(=S)Nc2ccccc2Cl)CC1,1605,1859
CN(C)/C=N/c1cc(=O)[nH]c(=O)n1Cc1ccccc1,1335,1423
S=C(NCCCN1CCOCC1)Nc1cccc(-c2nnc3n2CCCCC3)c1,1409,1746
NC(=O)C(=O)NN=C1CCC(c2ccccc2)CC1 (stereo not drawn),1541,1982
O=C(CSc1nc(-c2ccccc2)c(-c2ccccc2)[nH]1)NCC1CCCO1 (stereo not drawn),1397,1755
CC(C)N1CCC(N2CCN(Cc3cccnc3)CC2CCO)CC1 (stereo not drawn),1759,1694
COc1cc(/C=C/C(=O)Nc2nnc(CC(C)C)s2)cc(OC)c1OC,1447,1669
COCCNC(=O)c1cc2nc(-c3ccc(F)cc3)cc(C(F)(F)F)n2n1,1559,1649
COc1ccc(S(=O)(=O)N2CCCC2)c(Cl)c1Cl,1551,2016
CC(C)C(NC(=O)c1ccccc1)C(=O)N/N=C\c1ccco1 (stereo not drawn),1356,1957
COC(=O)c1ccc(SCC(=O)N2CCC(C)CC2)c([N+](=O)[O-])c1,1655,1957
Cc1ccc(Cl)cc1NC(=O)C1CCN(S(C)(=O)=O)CC1,1422,1881
Cc1cc(OCc2ccc(C(=O)NN=C3CCCC3)cc2)ccc1Cl,1552,1800
CCOC(=O)c1cc[n+](CC(=O)c2ccc(F)cc2)cc1,1672,1560
Cc1cc2oc(C(=O)NCCc3ccc(S(N)(=O)=O)cc3)c(C)c2cc1C,1639,1739
O=[N+]([O-])c1ccccc1NCCNS(=O)(=O)c1ccc(Cl)cc1,1624,1741
O=C(CSc1n[nH]c(-c2ccccc2O)n1)N1CCOCC1,1651,1692
O=C(/C=C/c1ccccc1)OCCCCN=C1NS(=O)(=O)c2ccccc21,1616,1810
CC(=O)c1ccc(N(C(=O)CS(=O)CC(=O)Nc2ccc(F)cc2)C(C(=O)NC2CCCCC2)c2cccs2)cc1 (stereo not drawn),1657,1834
Nc1nc(SCC(=O)OCc2ccccc2)[nH]c(=O)c1NC(=O)c1ccco1,1611,1580
COc1ccc(CCN2C(=O)CSC2c2ccc(OC)c(OC)c2)cc1OC (stereo not drawn),1366,1647
CCCCC[C@H](O)/C=C/[C@H]1C=CC(=O)[C@@H]1C/C=C\CCCC(=O)O,1503,1580
CCn1c(SCC(=O)Nc2ccc3c(c2)OCCO3)nnc1-c1c[nH]c2ccccc12,1558,1771
COc1cc(C=C2C(=O)OC(C)(C)OC2=O)cc(Cl)c1OCC(=O)Nc1ccccc1,1580,1913
CC1CC(=O)C2=C(C1)Nc1ccccc1SC2c1ccc(F)cc1 (stereo not drawn),1474,1914
O=C(O)CCSc1ccc([N+](=O)[O-])cc1[N+](=O)[O-],1441,1805
O=C(c1ccc2c(Cl)c3c(nc2c1)CCCC3)N1CCC(N2CCCCC2)CC1,1494,1650
Cc1cccc2nc(Cn3c(=O)n(CCCC(=O)NCc4ccco4)c(=O)c4ccccc43)cc(=O)n12,1418,1806
CCOC(=O)c1c(NC(=O)c2cccs2)sc2c1CC(C)(C)OC2,1540,1783
# (continued)
SMILES,SRC3 TRFRET art,SRC1 TRFRET art
CCOc1ccc(NC(=O)C2(c3ccc(OC)c(OC)c3)CCCC2)cc1,1382,1757
O=C(Cc1ccc(-n2c(=O)c3ccccc3n(Cc3ccccc3Cl)c2=O)cc1)NCC1CCCO1 (stereo not drawn),1438,1842
CC1CCc2sc(C(=O)NN=C3CCC(c4ccccc4)CC3)cc2C1 (stereo not drawn),1629,1571
CCN(CC(=O)Nc1ccccc1-c1ccccc1)Cc1nc2ccccc2c(=O)[nH]1,1607,2040
N#Cc1cc2c([nH]c1=S)CCCC2,1648,1621
CC(NC(=O)/C(=C/c1ccc(OC(F)F)cc1)c1ccccc1)c1ccccc1 (stereo not drawn),1313,1659
CCC(=O)Nc1cccc(NC(=S)NC(=O)c2ccccc2)c1,1590,1807
C=CCNc1oc(-c2cccs2)nc1S(=O)(=O)c1ccccc1,1571,1729
COc1ccc(-c2csc(NC(=O)c3ccc(OCC(=O)N4CCOCC4)c(OC)c3)n2)cc1,1672,1797
O=C(Cc1ccc([N+](=O)[O-])cc1)Nc1ccc2c(c1)C(=O)NC2=O,1565,1904
O=[N+]([O-])c1ccc(N2CCN(S(=O)(=O)c3ccccc3)CC2)cc1N1CCc2ccccc2C1,1693,2006
COc1ccc(OCC(O)CNC(=O)Nc2ccc(Cl)cc2)cc1 (stereo not drawn),1668,1885
CCOc1cc(/C=N/NC(=O)CCc2n[nH]c(=O)[nH]c2=O)ccc1O,1509,1734
CCc1nc(N=C(N)N)nc2ccccc12,1551,1810
O=C(c1cc([N+](=O)[O-])ccc1N1CCN(S(=O)(=O)c2ccc(Cl)c(Cl)c2)CC1)N1CCOCC1,1541,2029
CC1CCN(Cc2c(C#N)c3ccccc3n2C)CC1,1368,1743
CN(C)c1ccc(C(CNC(=O)c2ccccc2F)c2c[nH]c3ccccc23)cc1 (stereo not drawn),1602,1888
COc1ccc(C2C(C#N)=C(N)Oc3c2c(-c2ccccc2)nn3-c2ccccc2)c(OC)c1OC (stereo not drawn),1743,1907
Cc1ccc(NC(=O)c2cc(-c3ccco3)nc3ccccc23)cc1S(=O)(=O)N1CCOCC1,1502,1709
Cc1cc(N2CCN(C)CC2)nc2ccc(NC(=S)N3CCOCC3)cc12,1474,1760
COc1ccc(OC)c(NC(=O)Cn2c(=O)oc3ccccc32)c1,1487,1930
CN(c1ccccc1C(=O)NC1CC2CCC1C2)S(=O)(=O)c1ccccc1 (stereo not drawn),1634,1734
O=C(CSc1nc2c(c(=O)n1-c1ccc(Cl)cc1)SCC2)N1CCCC1,1608,1695
Cn1c(CN2CCN(C(=O)c3ccccc3Cl)CC2)nc2cc([N+](=O)[O-])ccc21,1628,1901
COc1cccc(OC)c1C(=O)Nc1cccc(-c2nc3ccccc3[nH]2)c1,1680,1735
CC1=C/C(=N\NC(=S)NCc2ccccc2)CC1,1644,1798
Cc1nnc(SCC(=O)NC2CCCc3ccccc32)n1-c1ccccc1 (stereo not drawn),1714,1963
CC(C)(C)NC(=O)CN(Cc1ccc(F)cc1)C(=O)Cn1nnc(-c2ccc(F)cc2)n1,1602,1676
COc1ccc(NS(=O)(=O)c2cc(NC(=O)c3nn(C)c(=O)c4ccccc34)ccc2OC)cc1,1713,1734
CC(C)CNS(=O)(=O)c1ccc(CCC(=O)N2CCN(c3ccccc3)CC2)cc1,1561,1628
Cc1ccc(S(=O)(=O)N2CCCCC2)cc1NC(=O)Cc1c[nH]c2ccccc12,1674,1825
Cc1cc(C=O)c(C)n1-c1ccc(N2CCOCC2)c([N+](=O)[O-])c1,1618,1741
COC(=O)[C@@H]1C(c2c(OC)cc(OC)cc2OC)=NO[C@H]1C(=O)OC,1391,1704
COc1ccc(CCn2c(C)cc(C(=O)CCl)c2C)cc1OC,1595,2054
COc1ccccc1CCc1nnc(CCC(=O)N(C)Cc2ccncc2C)o1,1663,1664
CC1=C(C(=O)N2CCOCC2)C(c2ccccc2F)NC(=O)N1 (stereo not drawn),1676,1726
COc1ccc(-c2nc3c4c(ncn3n2)-c2ccccc2CC42CCCC2)cc1,1656,1554
Nc1c(C(=O)NCCc2ccccc2)sc2nc(N3CCOCC3)c3c(c12)CCCC3,1563,2013
O=[N+]([O-])c1cccnc1NCCc1ccccc1,1627,2100
Cc1nnc2sc(SCc3cccc(Cl)c3)nn2c1=O,1573,1824
CCn1cc(C=O)c2cc(S(=O)(=O)N3CCOCC3)ccc21,1723,2153
CCCCn1c(=O)[nH]c(=O)c2c1nc(-c1ccc(C(F)(F)F)cc1)n2C,1453,1550
Cc1ccc2cc(C)c3nnc(SCC(=O)c4cccs4)n3c2c1C,1658,1899
COc1ccc(NS(=O)(=O)c2ccc(C)c(NC(=O)c3ccc(C)c(S(=O)(=O)N4CCOCC4)c3)c2)cc1,1696,1709
CCOC(=O)c1c(-c2ccc(C)o2)csc1NC(=S)NC(=O)c1cccs1,1478,1416
Cc1nn(-c2ccccc2)c(N2CCCC2)c1/C=C1\N=C(c2ccc(OC(C)C)cc2)OC1=O,1584,1775
COC(=O)[C@H](Cc1ccccc1)NC(=O)O[C@@H]1C(=O)c2cc(Br)ccc2O[C@H]1c1cccc(OC)c1,1523,1822
COc1ccc(C2=NN(C(=O)CSc3nnc(C)c(=O)n3N)C(c3ccco3)C2)cc1 (stereo not drawn),1343,1525
Cc1cccc2nc(CSc3ccc(Cl)cc3)cn12,1510,1793
COc1ccc(C(=O)Nc2sc3c(c2C(=O)O)CC(C)(C)OC3)cc1,1553,1619

# Structures from the list above that have a CF3 group:
SMILES,SRC3 TRFRET art,SRC1 TRFRET art
COCCNC(=O)c1cc2nc(-c3ccc(F)cc3)cc(C(F)(F)F)n2n1,1559,1649
CCCCn1c(=O)[nH]c(=O)c2c1nc(-c1ccc(C(F)(F)F)cc1)n2C,1453,1550

# Later entries.
SMILES,SRC3 TRFRET art,SRC1 TRFRET art
CCOc1ccc(NC(=O)C2Cc3ccccc3CN2S(=O)(=O)CC)cc1 (stereo not drawn),1521,1698
CCC12CN3CC(CC)(CN(C1)C3c1ccc([N+](=O)[O-])o1)C2=O (stereo not drawn),1631,1596
CN1CCC(=NNC(=O)CN(c2cccc(Cl)c2)S(C)(=O)=O)CC1,1647,1604
CCCc1nc2c(=O)n(C)c(=O)nc-2n(C)n1,1501,1709
CCC(CC)C(=O)c1c[nH]c(C(=O)OC)c1,1592,1999
O=C(Nc1cc(S(=O)(=O)N2CCOCC2)ccc1N1CCOCC1)c1cc(=O)[nH]c2ccccc12,1505,1866
O=C(/C=C/c1ccc(F)cc1)NCCCN1CCN(CCCNC(=O)/C=C/c2ccc(F)cc2)CC1,1733,1820
C[N+]1(CC#CC(O)(c2ccccc2)c2ccccc2)CCCC1,1797,1582
O=S(=O)(Nc1ccccc1F)c1ccc2nsnc2c1,1681,1748

# Compound activity as filed in PubChem BioAssay.
